Screens from PubChem BioAssay.
BCR signal inh: blocks chronic active B-cell receptor signaling. AID 493014. 340,000 tested, 0.05% active. ABC-DLBCL IkBa-CBG/CBR reporter, luminescence ratio, 4 h. Potency, µM (top dose mostly 46.1 µM), without a hit: at the highest dose ratio change, negative = lower green/red ratio, usual class: inhibitors; active means well fitted inhibition curve with a large enough effect in the signal ratio, with a control signal flat, not every such curve was filed as active; inconclusive means small, poorly fitted or top-dose-only effect, or effect the other way, or a change in a side signal; the % refers to the signal ratio;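 further: potency means the concentration at half of the fitted maximal effect; plate controls were basal doxycycline-induced cells for no effect and cells given 10 µM MG132 for full effect; MG132 reads +100%, hits lower the ratio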
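Cell line TMD8 (human ABC DLBCL), stably expressing tet-inducible CBG68-IkBa fusion and CBR; IMDM/0.5% FBS; cpd up to 46 uM; dox induction, 4 h, 37C/5% CO2; dual luminescence; green/red ratio; MG132 control.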
Eya2 inh: Eya2 (human) phosphatase inhibition; O00167; recombinant Eya2, OMFP fluorescence dephosphorylation (OMFP is methylfluorescein phosphate); Potency, µM (doses to about 76.9 µM), for the others: at the top dose activity, negative = inhibition, most hits filed as inhibitors; 330,000 tested, 0.006% active; further: potency means the concentration at half of the fitted maximal effect; on the % scale 0 is the no-effect control and ±100 the full control effect
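Eya2 protein (added as 0.2 uM solution) was preincubated with compound for 10 min at ambient temperature in 50 mM HEPES pH 7.5, 50 mM NaCl, 5 uM MgCl2, 0.05% BSA, 1 mM DTT. OMFP (added at 50 uM) then reacted 10 min; fluorescence read at 485/525 nm.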
TCR activator: T cell receptor activation. primary human leukocytes, anti-CD3, IL-2 HTRF, 48 h. 330,000 tested, under 10 active. Potency, µM (titrated, usually from 9.22 µM), for inactives: at the highest dose activation of IL-2 secretion, most hits filed as activators; further: % of control where 0% means no effect
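48 hr co-incubation of compounds, a-CD3 beads and primary human leukocytes; IL-2 quantified homogeneously by HTRF with anti-IL-2 K and d2 conjugates.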
ELG1 DNA repair: ELG1-dependent DNA repair inhibition. Potency, µM (top dose mostly 46.1 µM), for inactives: at the highest dose activity change, negative = inhibition, usual class: inhibitors. HEK293T ELG1-luciferase reporter, luminescence, 16 h; DNA damage induced by 5-fluorouridine. AID 504467. 330,000 tested, 2.3% active; further: potency means the concentration at half of the fitted maximal effect; on the % scale 0 is the no-effect control and ±100 the full control effect; nearly all actives have a fitted effect of over 55% in size
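Reporter activity after DNA damage by 5-fluorouridine is monitored. Compound-treated cells incubate 16 hr at 37 °C, then ONE-Glo is added for 30 min before luminescence reading.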
Mito fusion yeast: inhibitors of mitochondrial division or activators of mitochondrial fusion. S. cerevisiae fusion-defective mutant growth rescue, CellTiterGlo 48 h. Potency, µM (doses to about 46.1 µM), for inactives: at the top dose growth rescue (activation), hits mostly activators. 320,000 tested, 0.23% active;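 further: potency means the concentration at half of the fitted maximal effect; % of control where 0% means no effect; nearly all actives have a fitted effect of over 45% in size; temperature-sensitive fusion mutants such as fzo1-1 at 37 °C on non-fermentable ethanol glycerol medium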
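Yeast fusion mutant, YPEG (non-fermentable carbon), compound, 48 h at 37C non-permissive; CellTiterGlo added, 10 min RT, luminescence read. Rescued growth = division inhibition.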
PTAP TSG101 blk: blocks PTAP/TSG101 interaction to inhibit HIV-1 budding | Potency, µM (highest dose often 115 µM), inactives show at the top dose activity change, negative = inhibition, usual class: inhibitors | Q99816 | Fluorescence polarization, FITC-PTAP peptide / Tsg101 binding | 340,000 tested, under 10 active; active means well fitted inhibition curve with a large enough effect in the main read-out, with a control signal flat, not every such curve was filed as active; inconclusive means small, poorly fitted or top-dose-only effect, or effect the other way, or a change in a side signal; inactive means no such curve, though single readings can be large or run the other way; further: potency means the concentration at half of the fitted maximal effect; % of control where 0% means no effect
Target sequence (Q99816 whole entry, looked up): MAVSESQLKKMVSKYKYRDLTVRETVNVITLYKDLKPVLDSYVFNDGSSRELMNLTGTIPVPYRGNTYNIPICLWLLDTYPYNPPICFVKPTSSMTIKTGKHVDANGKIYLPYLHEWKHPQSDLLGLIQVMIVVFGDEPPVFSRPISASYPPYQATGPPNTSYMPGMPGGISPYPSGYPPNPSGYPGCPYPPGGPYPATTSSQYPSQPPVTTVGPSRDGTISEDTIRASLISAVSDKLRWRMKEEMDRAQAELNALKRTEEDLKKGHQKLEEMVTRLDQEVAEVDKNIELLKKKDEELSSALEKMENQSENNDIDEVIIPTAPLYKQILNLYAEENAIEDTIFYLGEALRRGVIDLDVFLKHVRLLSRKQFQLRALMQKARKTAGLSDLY
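Steps: Tsg101 binding domain dispensed (10 uM final), compounds pinned in DMSO, FITC-labeled PTAP-motif peptide added (50 nM final); after 20 min binding at room temperature, polarization measured.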
A-T KAP1 phos: potential ataxia-telangiectasia treatment; […] A-T fibroblasts, KAP-1 phosphorylation AlphaLISA; neocarzinostatin DNA damage 30 min before lysis; Potency, µM (top dose mostly 57.5 µM), for inactives: top-dose activation, usual class: activators; 320,000 tested, 0.19% active; further: potency means the concentration at half of the fitted maximal effect; % of control where 0% means no effect; nearly all actives have a fitted effect of over 45% in size
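ATM-like activity read as KAP-1 phosphorylation via AlphaLISA donor/acceptor antibody pairs after lysis and 6 hr at 25C. Cells were ATM-null patient fibroblasts ([…], hTERT), dosed 60 min, then exposed to the DSB inducer NCS for 30 min.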
TSHR antagonist: blocks TSH signaling through the human TSH receptor; TSHR-expressing cells, TSH-stimulated cAMP HTRF, 2 h; active compounds read low; AID 504810; activity change, negative = inhibition, % at 11.5 µM; P16473; 330,000 tested, 0.2% active;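 active means activity change below a set negative limit, meaning inhibition stronger than a set level, cut at about -70% in these data; inconclusive means activity change between two set negative limits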; further: on the % scale 0 is the no-effect control and ±100 the full control effect
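Competitive HTRF cAMP read-out (cryptate anti-cAMP antibody, cAMP-d2; 30 min, room temperature) in freshly harvested TSHR cells. Compounds added before TSH at EC80 (4nM final), followed by 2 hours' incubation at 37 deg C.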
ASM inhibitor: inhibitors of human secretory acid sphingomyelinase. P17405. placental ASM, HMU-PC fluorogenic substrate, 60 min. Potency, µM (top dose mostly 57.5 µM), inactives show at the highest dose activity change, negative = inhibition, most hits filed as inhibitors. 340,000 tested, 0.006% active. AID 504937; further: potency means the concentration at half of the fitted maximal effect
Target sequence (P17405 47-631 limits assumed): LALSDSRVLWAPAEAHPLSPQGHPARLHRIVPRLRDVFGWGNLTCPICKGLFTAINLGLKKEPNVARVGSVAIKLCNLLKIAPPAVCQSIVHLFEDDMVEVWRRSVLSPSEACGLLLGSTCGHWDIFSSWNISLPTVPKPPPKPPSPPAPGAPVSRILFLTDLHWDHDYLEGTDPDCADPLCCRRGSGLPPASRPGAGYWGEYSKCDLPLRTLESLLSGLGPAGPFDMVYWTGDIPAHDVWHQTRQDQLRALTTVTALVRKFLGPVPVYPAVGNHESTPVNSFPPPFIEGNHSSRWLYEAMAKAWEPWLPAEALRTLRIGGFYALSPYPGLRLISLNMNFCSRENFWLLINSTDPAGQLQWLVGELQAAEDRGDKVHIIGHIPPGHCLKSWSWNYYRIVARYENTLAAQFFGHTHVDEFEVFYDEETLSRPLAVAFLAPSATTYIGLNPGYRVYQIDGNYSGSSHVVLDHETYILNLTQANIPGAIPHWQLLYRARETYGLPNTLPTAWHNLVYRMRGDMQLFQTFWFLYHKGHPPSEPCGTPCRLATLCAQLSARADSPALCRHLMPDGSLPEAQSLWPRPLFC
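Human placenta-derived ASM preincubated with compound 10 min at room temperature, then reacted with 9 uM (final) fluorogenic HMU-PC substrate for 60 min at 37 C. Stop solution raises pH to 10; fluorescence read at Ex 386/Em 447 nm.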
Tb PFK inh: blocks T. brucei phosphofructokinase; O15648; T. brucei PFK, ADP-Glo luminescence; Potency, µM (highest dose often 57.5 µM), for inactives: top-dose activity, negative = inhibition, actives largely listed as inhibitors; 330,000 tested, 0.17% active; AID 485367;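 further: potency means the concentration at half of the fitted maximal effect; 0% = uninhibited 1x PFK enzyme wells and -100% = no-enzyme wells; nearly all actives have a fitted effect of over 60% in size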
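PFK 1.25 nM, F6P 0.5 mM, ATP 0.1 mM, 0.1 M TEA pH 8.0, 5 mM MgCl2, 0.01% Tween20, 0.1% BSA; 45 min RT. ADP-Glo readout. qHTS titration up to 57 uM; curves fitted, compounds curve-classed.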
Integrin act MD: activates integrin-mediated alleviation for muscular dystrophy; 350,000 tested, 0.064% active; alpha7betagal myoblasts, beta-gal FDG fluorescence, 48 h; Potency, µM (doses to about 38.3 µM), for inactives: at the top dose activation, hits mostly activators;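 further: potency means the concentration at half of the fitted maximal effect; 100% = response of the positive control SU9516; nearly all actives have a fitted effect of over 60% in size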
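alpha7betagal+/- myoblasts (passage 13, 250/well) treated 48 h at 37C with compounds at 1:260 dilution of DMSO stock. Lysed, then beta-galactosidase activity read as FDG fluorescence (ex 480/em 540) after 30 min, with pre-read for autofluorescence.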
Starred values were filed as active, the others as inactive; ? = inconclusive; . = no result given; & = joins results of further samples; [ ] = another dose, or the depositor's remark. Unless noted, the call rests on the fitted dose curve; in most records, active means well fitted curve in the direction sought with a large enough effect; inconclusive means small, poorly fitted or top-dose-only effect, or another doubt; inactive means no such curve, though single readings can be large; an effect the other way counts as inactive or inconclusive.

SMILES	BCR signal inh	Eya2 inh	TCR activator	ELG1 DNA repair	Mito fusion yeast	PTAP TSG101 blk	A-T KAP1 phos	TSHR antagonist	ASM inhibitor	Tb PFK inh	Integrin act MD
COC(=O)c1ccc(COc2ccc(/C=N/NC(N)=S)cc2)o1	?	9%	-1%	15µM*	2%	0%	8%	-1	3%	-7%	38%
COc1cc(-n2c(=O)c3ccccc3n(CC(=O)OCc3ccccc3)c2=O)cc(OC)c1OC	?	-7%	-5%	9%	-7%	-3%	-4%	7	-2%	-1%	5%
CC(C)(C)CN1CCN(Cc2c[nH]c3ccccc23)CC1CCO (stereo not drawn)	4%	5%	3%	-7%	-1%	-3%	4%	31	-1%	2%	-7%
Cc1cccnc1NC(=O)c1c(O)c2cccc3c2n(c1=O)CCC3	-1%	5%	5%	12%	8%	-3%	6%	3	-2%	1%	19%
CCOC(=O)CNC(=O)CSc1nnc(SCC(=O)NCC(=O)OCC)s1	?	8%[15.4 µM]	-4%	-3%	-2%	-1%	19%	8	3%	0%	10%
O=C(NCCCCNCCCNC(=O)c1ccccc1)c1ccccc1	0%	6%	-2%	4%	.	-8%	-2%	0	-3%	1%	22%
O=C(CCN1C(=O)c2ccccc2C1=O)Nc1nc2ccccc2s1	15%	-11%	10%[46.1 µM]	-19%	3%	0%	.	-15	4%	-2%	-15%
CC1CCc2sc(C(=O)NCc3ccc(F)cc3)cc2C1 (stereo not drawn)	19%	-12%	2%	?	-4%	-1%	-3%	-16	-6%	-14%	-16%
Cc1ccc(Nc2c([N+](=O)[O-])c(=O)n(C)c3ccccc23)cc1	?	14%	-5%	?	12%	2%	4%	0	-8%	-3%	1%
O=C(Nc1ccccn1)C12CC3CC(C1)CC(C(=O)Nc1ccccn1)(C3)C2	6%	13%	.	-26%	-3%	-5%	-2%	0	2%	-4%	-8%

Three of the entries above in order of the PTAP TSG101 blk value, smallest number first.
mol | PTAP TSG101 blk
O=C(NCCCCNCCCNC(=O)c1ccccc1)c1ccccc1 | -8%
CC(C)(C)CN1CCN(Cc2c[nH]c3ccccc23)CC1CCO (stereo not drawn) | -3%
CCOC(=O)CNC(=O)CSc1nnc(SCC(=O)NCC(=O)OCC)s1 | -1%

(more compounds)
SMILES	BCR signal inh	Eya2 inh	TCR activator	ELG1 DNA repair	Mito fusion yeast	PTAP TSG101 blk	A-T KAP1 phos	TSHR antagonist	ASM inhibitor	Tb PFK inh	Integrin act MD
COc1ccc(C(=O)NC2CCN(C(=S)Nc3ccccc3C)CC2)cc1	-1%	2%	-6%	-7%	1%	-5%	2%	-5	0%	-4%	-18%
CC(C)(C)OC(=O)N1CCC(CC2CC(c3ccncc3)=NO2)(C(=O)O)CC1 (stereo not drawn)	1%	5%	-3%	20%	-10%	0%	19%	-6	3%	-21%	-9%
C=CCN(c1ccccc1)S(=O)(=O)c1cccc(C(=O)NC2CCN(Cc3ccccc3)CC2)c1	-7%	-1%	5%	-29%	4%	0%	3%	-2	.	25%	-15%
CC(C)N(C(=O)[C@H]1C[C@H](CC(=O)NC(C)(C)C)C(=O)N2CCc3c([nH]c4cc(CCC(=O)N(C)C)ccc34)[C@]12C)C(C)C	-1%	5%	3%[46.1 µM]	?	.	0%	6%	8	-2%	-1%	1%
O=C(CCC(=O)N1CCOc2ccccc21)NCc1ccccn1	1%	18%	7%	9%	3%	-2%	-8%	40	4%	1%	1%
O=C(Cn1c(C(F)(F)F)nc2ccccc21)N=Nc1c(O)[nH]c2ccc(Br)cc12	-1%	1%	-11%	10%	4%	0%	0%	-5	0%	-1%	1%
C[C@@]12C(=O)N(CC3CCCO3)CC(=O)N1[C@H]1c3cc(Cl)ccc3OC[C@@H]1[C@@H]2c1ccccc1 (stereo partly drawn)	?	-8%	-1%	?	.	2%	6%	-1	5%	5%	-3%
Cc1cc(/C=N/n2cnnc2)c(C)n1-c1ccc(OCc2ccc(Cl)cc2)cc1	?	-13%	2%	?	6%	-2%	.	-11	-15%	0%	-33%
N#CCc1nn(-c2ccccc2)c2ncnc(N)c12	?	1%	5%	10%	1%	0%	-6%	4	-2%	-5%	-32%
O=C(Nc1ccc2c(c1)OCO2)c1ccc(Cl)nc1	24%	-2%	-2%	?	0%	-1%	.	3	1%	0%	25%
Cc1ccc(CN2CCSc3ccc(C(=O)NCC4CCCO4)cc32)cc1 (stereo not drawn)	7%	-3%	-3%	5%	1%	0%	7%	-10	236%[activator]	2%	?
CCCCCCN(CCCCCC)C(=O)Cc1c(-c2ccc(F)cc2)[nH]c2ccccc12	3%	-15%&-3%	9%	-9%	6%&0%	-1%	4%	-12&-6	-17%	-12%	.
CCOc1ccccc1C1CC(c2ccc(F)cc2)Nc2nc(N)nn21 (stereo not drawn)	0%	-9%	8%	0%	-5%	1%	-41%[inhibitor]	-18	5%	6%	-12%
COc1ccc(N(C(=O)c2cccc([N+](=O)[O-])c2)S(=O)(=O)c2cccs2)cc1	?	-6%	2%	-15%	-4%	-10%	3%	-11	12%	5%	4%
CN(C(=O)COC(=O)CNC(=O)c1sc2ccccc2c1Cl)C1CCS(=O)(=O)C1 (stereo not drawn)	1%	0%	8%	18%	.	-3%	-7%	-15	-4%	0%	?
COc1ccccc1-n1cnc2cc(C(=O)NCC3CCCO3)ccc21 (stereo not drawn)	?	3%	-63%	12%	1%	-6%	-6%	6	-1%	-1%	-8%
COc1ccc(NC(=O)CSc2nnc(Cc3cccn3C)n2-c2ccc(OC)cc2)cc1	-4%	4%	-1%[46.1 µM]	-8%	-1%	-7%	1%	6	2%	0%	9%
CCOc1ccc(S(=O)(=O)N2CCCCC2)cc1NC(=O)CN1C(=O)NC(CC)(c2ccccc2)C1=O (stereo not drawn)	4%	-2%	2%	-3%	-1%	-2%	-1%	-16	-5%	2%	24%
CC1=Nc2cc(C(=O)O)ccc2Sc2ccc(C)cc21	3%	-15%	0%	1%	8%	-6%	1%	18	4%	0%	1%
Cn1cc(Cl)c(C(=O)OCC(=O)c2ccccc2)n1	0%	-7%	-6%	?	-2%	-5%	3%	5	-3%	0%	-18%
Cn1c2ccccc2c(=O)c2c(=O)n(C3CCCCCC3)c(C3CCCCC3)nc21	7%	-16%	-1%[46.1 µM]	-7%	24%	-5%	1%	-4	-1%	-4%	?
CCc1ccc(-c2csc3ncn(CC(=O)N4CCOCC4)c(=O)c23)cc1	?	-12%	-5%	?	-1%	0%	-5%	-5	-4%	0%	2%
O=C(CNC(=O)c1ccc(Br)o1)NCC1CCCO1 (stereo not drawn)	0%	3%	1%	-4%	-1%	-6%	11%	20	-1%	0%	2%
Cc1cccc(-n2c(SCC(=O)N3CC(=O)Nc4ccccc43)nc3ccccc3c2=O)c1C	6%	4%	-1%[46.1 µM]	21µM*	-1%	-4%	9%	4	0%	-9%	10%
Cc1ccc(S(=O)(=O)NCC(=O)N(CC(=O)NCC2CCCO2)Cc2ccccc2Cl)cc1 (stereo not drawn)	8%	2%	-1%	6%	-2%	0%	-2%	-2	0%	2%	-5%
CCc1ccc(OCC2NCCc3cc(OC)c(OC)cc32)cc1 (stereo not drawn)	?	-2%	5%	-3%	-18%	3%	0%	6	3%	-1%	-65%[inhibitor]
N#CC1=C(N)SC(N)=C(C#N)C1CCC1CCCCC1	4%	-27%	.	?	3%	.	10%	?	.	-1%	.
CCOc1ccc(C(=O)OCC(=O)N2CCCC2)cc1	?	3%	6%	?	-4%	-3%	3%	-3	-9%	1%	11%
COc1ccc(-c2cn3c(C)c(C(=O)NC(C)C)sc3n2)cc1	-1%	?	-1%	16%	-1%	-3%	7%	4	2%	3%	22%
O=C(Nc1ccc(F)cc1)Nc1ccccc1C(=O)NCCN1CCNC1=O	?	9%	-1%	9%	3%	-2%	0%	0	2%	0%	-5%
COc1ccccc1Nc1nnc(SCc2cc(=O)n3ccsc3n2)s1	?	-4%	0%	-21%	7%	-5%	-6%	2	-3%	-1%	-13%
